# From PubChem
# Tn7 DDE FP: inhibitors of Tn7 peptide binding to fibrin DD(E), primary screen, biochemical, fluorescence polarization, human fibrin, Tn7 probe; AID 720508, 2013; inhibition, % at 8.3 µM; FP displacement of FITC-Tn7 peptide from fibrin DD(E); 0% = median of compound wells per plate; 370,000 compounds, 0.13% hits; Fibrinogen beta chain (Homo sapiens), P02675;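 active means inhibition above the mean of compounds falling within the control limits plus 3 SD of them, cut at about 14% in these data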;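 further: 0% = plate median of compound wells and 100% = 10 µM Aha-Tn7 peptide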
# Target sequence (P02675 whole entry, looked up): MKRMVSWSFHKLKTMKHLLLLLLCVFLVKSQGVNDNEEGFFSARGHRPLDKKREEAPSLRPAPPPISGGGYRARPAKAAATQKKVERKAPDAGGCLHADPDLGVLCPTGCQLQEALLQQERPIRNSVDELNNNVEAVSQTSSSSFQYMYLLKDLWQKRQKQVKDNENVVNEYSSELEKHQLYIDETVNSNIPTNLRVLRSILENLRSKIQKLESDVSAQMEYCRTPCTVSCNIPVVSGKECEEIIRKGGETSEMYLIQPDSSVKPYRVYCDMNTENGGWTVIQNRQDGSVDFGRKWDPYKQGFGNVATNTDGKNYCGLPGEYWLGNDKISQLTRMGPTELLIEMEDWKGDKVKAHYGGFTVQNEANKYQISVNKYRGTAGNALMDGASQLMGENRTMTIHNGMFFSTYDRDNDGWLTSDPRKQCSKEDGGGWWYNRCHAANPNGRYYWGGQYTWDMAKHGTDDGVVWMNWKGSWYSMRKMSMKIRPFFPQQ
#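 assay system = human clot-derived fibrin DD(E) complex | quantity = Fibrin-DD(E) at 2 µM final | timing = 10 min preincubation, 3 h with tracer, room temperature | signal = fluorescence polarization | measure = percent inhibition | benchmarks = high control wells with 10 µM unlabelled Aha-Tn7 peptide (full inhibition) | replicates = singlicate testing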
# PLC-beta3 inh: human PLC-beta3 inhibitors, primary screen, biochemical, fluorescence; 1-phosphatidylinositol 4,5-bisphosphate phosphodiesterase beta-3 (Homo sapiens), Q01970; Purified PLC-beta3, fluorogenic substrate; inhibition, % at 12.2 µM; 370,000 compounds, 0.18% hits; in the data active means inhibition above about 11%;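 further: 0% = median of compound wells on plate and 100% = full blocker control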
# KLK7 zymogen act: proKLK7 zymogen activators, primary screen, biochemical, fluorescence intensity; purified proKLK7, EDANS-DABCYL substrate fluorescence; 100% is mature enzyme control, 0% vehicle; activation, % at 7 µM; 370,000 compounds, 0.9% hits; AID 652039, 2013;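 active means activation above the mean of all tested compounds plus 3 SD, computed per campaign excluding outliers beyond control limits, cut at about 13% in these data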
# Target sequence (P49862 whole entry, looked up): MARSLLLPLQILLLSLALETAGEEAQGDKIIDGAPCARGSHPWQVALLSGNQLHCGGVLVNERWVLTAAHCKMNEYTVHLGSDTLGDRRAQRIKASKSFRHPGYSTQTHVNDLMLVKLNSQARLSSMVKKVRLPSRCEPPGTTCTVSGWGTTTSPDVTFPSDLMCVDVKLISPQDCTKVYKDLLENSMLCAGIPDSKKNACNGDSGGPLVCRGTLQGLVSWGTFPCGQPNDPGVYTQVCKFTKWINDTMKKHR
# ASAP1 GAP inh: inhibitors of human ASAP1 ArfGAP activity, primary screen, biochemical, fluorescence polarization; Arf-GAP with SH3 domain, ANK repeat and PH domain-containing protein 1 (Homo sapiens), …; ASAP1-stimulated ARF1 GTP hydrolysis, GDP FP detection; inhibition, % at 16.5 µM; 360,000 compounds, 0.19% hits; AID 624377, 2012; in the data active means inhibition above about 25%;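 further: 0% = vehicle with enzyme and substrate and 100% = no enzyme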
# MBD2 inh: inhibitors of MBD2 binding to methylated DNA, primary screen, biochemical, TR-FRET, DNA-binding domain, human; Methyl-CpG-binding domain protein 2 (Homo sapiens), Q9UBB5; MBD2 binding to methylated oligonucleotide; inhibition, % at 4.4 µM; 370,000 compounds, 0.31% hits; in the data active means inhibition above about 13%
# ARFGAP1 inh: inhibitors of rat ARFGAP1 GAP activity, primary screen, biochemical, fluorescence polarization, GDP tracer; Arfgap1-stimulated ARF1 GTP hydrolysis, GDP FP detection; inhibition, % at 16.5 µM; 360,000 compounds, 0.26% hits;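 active means inhibition above a per-plate limit, mean inhibition of low control wells plus 3 SD, cut at about 25% in these data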;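 further: 0% = DMSO wells with enzyme and 100% = wells lacking Arfgap1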
# Target sequence (Q62848 1-136 limits assumed): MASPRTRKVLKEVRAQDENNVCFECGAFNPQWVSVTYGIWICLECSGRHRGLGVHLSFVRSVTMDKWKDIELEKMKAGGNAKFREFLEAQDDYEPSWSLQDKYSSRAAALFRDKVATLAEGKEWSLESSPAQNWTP
#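 System: truncated rat Arfgap1 GAP domain / Medium: HEPES-based buffer, pH 7.5 / Also added: N-terminally truncated human ARF1-GTP substrate / Incubation: enzyme reaction 120 min at 25 °C after 20 min preincubation / Measured by: FP of antibody-bound GDP Alexa 633 tracer, ex 620/em 688 nm / Replicates: singlicate, each compound tested once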
# UHRF1 MBD2 ctr: UHRF1 methylated DNA binding inhibitors, primary screen, counter-screen for MBD2 inhibitor project, biochemical, TR-FRET, human UHRF1, single concentration. E3 ubiquitin-protein ligase UHRF1 (Homo sapiens), Q96T88. UHRF1 binding to methylated oligo. inhibition, % at 4.4 µM. 370,000 compounds, 0.75% hits. AID 687016, 2013; in the data active means inhibition above about 21%;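 further: UHRF1 SRA domain binding a hemimethylated CpG hairpin DNA probe; 0% = median of test compound wells and 100% = reference inhibitor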
# PLC-gamma1 inh: PLC-gamma1 enzyme inhibitors, primary screen, biochemical, fluorescence, purified enzyme; fluorogenic substrate; 370,000 compounds, 0.84% hits; inhibition, % at 12.2 µM; 1-phosphatidylinositol 4,5-bisphosphate phosphodiesterase gamma-1 (Homo sapiens), P19174; in the data active means inhibition above about 9.5%
# DDE Tn6 FP inh: inhibitors of Tn6 peptide binding to fibrin DD(E), primary screen, biochemical, fluorescence polarization, human fibrin, Tn6 probe; 370,000 compounds, 0.21% hits; Fibrinogen beta chain (Homo sapiens), P02675; AID 720509, 2013; Fibrin DD(E) TRITC-Tn6 fluorescence polarization displacement; inhibition, % at 8.3 µM;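 active means inhibition above a per-campaign cutoff: mean of compounds within control limits plus 3 SD, cut at about 15% in these data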;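 further: 0% = median of all compound wells on the plate and 100% = blocking peptide control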
# ADAM17 inh: ADAM17 inhibitors, primary screen, biochemical, QFRET. inhibition, % at 6.95 µM. Disintegrin and metalloproteinase domain-containing protein 17 (Homo sapiens), P78536. AID 720648, 2013. recombinant ADAM17, EDANS/DABCYL FRET peptide cleavage. 370,000 compounds, 0.83% hits;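 active means inhibition above the mean of compounds lying between control limits plus 3 SD, set per campaign, cut at about 8.5% in these data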;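 further: 0% = DMSO-only wells as the low control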
# * marks the source's active call; other numbers are inactive results; i = inactive; · = no result given; & = joins results of further samples.
SMILES,Tn7 DDE FP,PLC-beta3 inh,KLK7 zymogen act,ASAP1 GAP inh,MBD2 inh,ARFGAP1 inh,UHRF1 MBD2 ctr,PLC-gamma1 inh,DDE Tn6 FP inh,ADAM17 inh
Cc1cc(C)c(NC(=O)CSc2nc3ncc(Br)cc3[nH]2)c(C)c1,0,-7,0.0,-5,-3,-6,-1,-2,-10,-4
Cc1ccc2cc(CCNC(=O)c3ccc(C)c([N+](=O)[O-])c3)c(=O)[nH]c2c1,5,2,-0.2,14,1,9,-3,-3,-2,0
Cc1ccc(CNS(=O)(=O)c2cn(C)c(=O)n(C)c2=O)cc1,-3,-4,-0.3,0,0,1,1,6,3,-4
COCCN(CC(=O)Nc1ccccc1)S(=O)(=O)c1ccc(S(=O)(=O)N2CCCC2)cc1,-2,0,0.1,-10,-6,-8,4,8,-12,2
S=C(NCCc1ccccn1)NC1CC2CCC1C2 (configuration not stated),-1,-2,-0.2,1,3,4,-1,5,-7,1
C=CCn1c(=O)c2c3c(sc2n2c(Nc4ccc(C(=O)OCC)cc4)nnc12)CCCC3,-5,1,-0.6,1,1,9,0,3,3,4
CC(CCN1CCC(C(O)(c2ccccc2)c2ccccc2)CC1)Oc1cc(F)cc(F)c1 (configuration not stated),-3,2,0.2,·,8,·,-1,1,-6,-1
CC(=O)c1cccc(-c2cnc3c(NC=O)cc(-c4ccc(F)cc4)cn23)c1,3,-17,-1.4,-5,-8,1,-4,-14,0,-5
CCc1ccc(CN(C)C(=O)c2cc(COc3ccc(-n4cncn4)cc3)on2)cc1,-1,1,1.0,-10,-3,-9,-3,2,0,6
COC(=O)C(Cc1ccccc1)NC(=O)C(CC(C)C)NC(=O)OC(C)(C)C (configuration not stated),1,2,-0.7,2,0,8,16,1,-6,-2
COc1ccccc1-c1nnn(CC#N)n1,2,3,0.7,-6,-2,14,1,0,-4,-2
Oc1[nH]c2ccccc2c1C=Nc1ccc2c(c1)OCCO2,3,-5,-0.1,11,2,3,-2,-2,-4,1
Cn1c(=O)oc2cc(S(=O)(=O)N3CCN(c4cccc(C(F)(F)F)c4)CC3)ccc21,-6,4,0.0,·,-4,·,0,4,-1,7
O=S(=O)(c1ccc(-c2csc(=Nc3ccccc3)n2CCCN2CCOCC2)cc1)N1CCOCC1,-2,-2,-0.1,-3,1,-14,7,-3,2,4
Cc1cc2nn(-c3cccc4ccccc34)nc2cc1NC(=O)c1cccs1,-4,-88,-44,3,9,8,5,-56,-6,-63
O=C(CSc1nc2nn(-c3ccccc3)c(=O)c-2c2n1CCCCC2)Nc1ccc(F)cc1F,-5,-4,0.4,1,-3,3,-1,5,3,-5
COc1ccc(CCNC(=O)Cn2c(=O)n(CC3CCCO3)c(=O)c3cc(OC)c(OC)cc32)cc1OC (configuration not stated),2,-5,0.1,5,3,-1,0,0,4,-4
O=C(c1cnn2c(C(F)F)cc(-c3ccccc3)nc12)N1CCOCC1,-4,-105,2.2,0,5,1,2,-78,-1,-15
CCc1ccc(-c2cc3c(=O)n(CC(=O)NCc4ccccc4F)ncn3n2)cc1,5,-4,0.7,3,-1,2,-2,0,6,0
Cc1ccc(C)c(NC(=S)c2ccccn2)c1,-4,7,0.0,-3,-7,6,-3,5,1,1
Cc1ccccc1N1CCN(C2CCCN(C(=O)c3ccsc3)C2)CC1 (configuration not stated),0,-9,0.5,4,2,-4,-1,-1,-1,-2
Nc1ccn(C2OC(CO)C(O)C2F)c(=O)n1 (configuration not stated),-4,0,0.3,7,6,11,0,1,-4,-4
COC(=O)CC1C(=O)NCCN1C(=O)c1ccc2oc(C(C)C)nc2c1 (configuration not stated),3,-2,0.7,-9,-2,-8,2,1,7,-1
O=C(NCC(c1cccs1)N1CCOCC1)c1cc(Cl)ccc1[N+](=O)[O-] (configuration not stated),3,0,0.1,-14,-5,0,29*,2,-8,-6
CC(C)(C)OC(=O)NCCCCCNC(=O)c1nc[nH]c1C(=O)NCC(=O)OCc1ccccc1,2,1,0.3,-5,-2,2,-4,-1,-3,5
CCOc1cccc(/C=N/NC(=S)NCCN2CCOCC2)c1O,3,i,-69,4,2,6,2,i,-4,-52
N#CCc1c(C#N)c(N)nc(Nc2ccccc2)c1C#N,3,-43,-6.2,0,3,-3,-2,-27,5,-7
C=CCn1c(O)c2ccc(C(=O)N=NC(=O)c3ccc(F)cc3)cc2c1O,0,-12,-0.7,13,-2,2,-1,-3,-5,-5
COC(=O)C1=NN(C(=O)c2ccc(Cl)cc2)C(O)(c2ccccc2)C1 (configuration not stated),-3,-3,-0.3,-17,-5,7,-6,-3,7,4
Cc1c(C(=O)OCC(=O)N(C)c2ccccc2)cccc1[N+](=O)[O-],-6,3,0.2,-10,1,4,4,5,-4,2
CCCC[C@H](CN(N=O)[C@@H](Cc1ccccc1)CN(C)N=O)N(CCc1ccccc1)N=O,-8,1,0.8,10,-6,7,-1,-2,-6,1
COCCOC(=O)C1=C(C)NC(C)=C(C(=O)OC(C)C)C1c1cccc([N+](=O)[O-])c1 (configuration not stated),4&8,6&4,0.3&0.3,3,2&4,1,-1&1,8&4,-2&9,3&3
Cc1nc(C)c(C(=O)N(c2ccccc2F)C(C(=O)NCC2CCCO2)c2ccccc2)s1 (configuration not stated),3,-1,0.5,1,-4,-6,2,-1,2,0
CSc1nc(Cl)cc(=O)[nH]1,-3,-5,0.1,-1,-6,-8,1,-2,-3,-6
CC(C)C(=O)Nc1nnc(SCC(=O)NC2CCCC2)s1,1,-5,0.5,10,4,-1,93*,4,3,1
c1csc(-c2nn3c(C4CCCCC4)nnc3s2)c1,-4,-8,-0.3,11,-1,9,5,0,2,-4
CCN(CC)S(=O)(=O)c1ccc(N2CCCCC2)c(NC(=O)/C(C#N)=C/c2ccc(OC)cc2)c1,-8,-1,0.1,8,0,7,-4,-1,-7,-1
Cn1c(SCc2ccccn2)nc2c1c(=O)[nH]c(=O)n2C,-4,0,-0.8,8,-1,-9,2,2,-2,0
CC(C)CNC(=O)C(=O)NCC1OCCCN1S(=O)(=O)c1ccc2c(c1)OCCO2 (configuration not stated),-3,-6,0.4,-9,5,7,-1,0,-10,-3
CC1CC(=O)Nc2cc([N+](=O)[O-])ccc2N1 (configuration not stated),-1,-8,0.0,-12,0,1,-3,5,-9,-2
NC(=S)N/N=C/c1c(O)c(Br)cc2oc3c(c12)CCCC3,7,-17,-0.3,-10,-6,-11,-5,-11,6,-1
COc1cc(C=O)ccc1OC(=O)c1cccnc1,9,-3,0.3,-22,-7,-3,-1,-1,14,-3
COc1ccc(NC(=O)NNc2cc(N3CCOCC3)nc(N3CCOCC3)n2)cc1,4,1,0.1,1,3,8,-6,0,-5,-2
CCSc1nc(N2CCCCC2)c2c(c1C#N)CCCC2,0,8,-0.7,-14,-6,0,3,8,-3,4
Cc1nn(Cc2ccc(Cl)c(Cl)c2)c(C)c1NC(=O)c1noc2c1CCCCC2,5,-4,0.1,-5,5,-4,1,2,-2,-3
CC(C)COP(=O)(c1ccc(N(C)C)cc1)C(O)c1ccncc1 (configuration not stated),-2,5,0.0,1,-4,-9,1,3,1,3
Cc1cccc(OCC(=O)NCCNC(=O)c2ccccn2)c1,-1,-7,0.1,-6,4,-9,2,1,-2,-4
CCCC(=O)n1nc(-c2ccc(C)cc2)nc1NCc1ccco1,-5,-5,1.8,2,2,-5,-2,1,-1,-2
Cc1nnc(OC(C)C)c2nn(-c3ccccc3F)c(C)c12,-5,2,0.0,-2,2,-10,-2,0,3,-1
CC#CCN1c2ccccc2[C@]23C[C@@H](C(=O)OC)N=C2NC(C(=O)OC)=C(C(=O)OC)[C@H]13,0,0,-0.3,11,1,3,3,1,0,-2
CCN(CC)S(=O)(=O)c1cccc(-c2csc(C)n2)c1,-8,-5,-0.3,-5,0,8,-4,-2,5,-1
COc1ccc(CNC(=O)C2CCN(S(=O)(=O)N3CCCC3)CC2)c(OC)c1,6,0,0.2,-5,3,6,-2,4,7,1
CN(C)C(CNC(=O)c1cc2ccccc2o1)c1ccco1 (configuration not stated),2,-6,0.0,-3,-5,-8,1,-2,3,-1
Cn1cc(/C=N/NC(=O)c2ccccc2O)c2ccccc21,4,-45,-2.9,1,0,-8,-5,-36,0,-6
Cc1ccc(-c2cc(C(=O)O)c3ccccc3n2)s1,3,i,54*,8,-5,-1,2,i,6,i
COc1ccc(/C=N/Nc2nc(-c3ccc(C)cc3)c(C#N)c(=O)[nH]2)cc1,1,-42,-0.7,-5,-2,-9,0,-32,6,-4
COc1ccccc1CN(C)C(=O)CSCC(=O)Nc1ccccc1F,-4,-2,-0.4,8,0,17,7,0,5,1
C=CCOc1ccc(C2NC(=O)c3ccccc3O2)cc1 (configuration not stated),-3,-10,-2.8,4,3,-17,3,-8,-4,-25
COc1cc(OC)cc(-c2n[nH]c(=S)n2-c2cc(OC)ccc2OC)c1,5,-8,0.3,2,-2,3,-1,-5,11,-1
O=C(Nc1ccccc1C(=O)N/N=C/c1ccco1)c1ccc(Cl)cc1,-1,-2,-0.3,2,4,-3,1,-2,-5,-2
O=C(NC(c1ccccc1)c1ccsc1)C1CCN(Cc2ccccc2)CC1 (configuration not stated),1,-3,-0.8,4,3,-3,0,-1,-4,-5

# Three structures from above, sorted by molar mass, ascending.
SMILES,Tn7 DDE FP,PLC-beta3 inh,KLK7 zymogen act,ASAP1 GAP inh,MBD2 inh,ARFGAP1 inh,UHRF1 MBD2 ctr,PLC-gamma1 inh,DDE Tn6 FP inh,ADAM17 inh
CN(C)C(CNC(=O)c1cc2ccccc2o1)c1ccco1 (configuration not stated),2,-6,0.0,-3,-5,-8,1,-2,3,-1
CCN(CC)S(=O)(=O)c1cccc(-c2csc(C)n2)c1,-8,-5,-0.3,-5,0,8,-4,-2,5,-1
O=C(Nc1ccccc1C(=O)N/N=C/c1ccco1)c1ccc(Cl)cc1,-1,-2,-0.3,2,4,-3,1,-2,-5,-2
